# p53ts 32C tox = cytotoxicity in p53ts cells at permissive temperature | AID 924 | H1299-p53A138V at 32C, ATP luminescence viability, 24 h | Potency, µM (highest dose often 46.1 µM), inactives show at the highest dose activity change, negative = cytotoxicity, most hits filed as cytotoxic | 130,000 compounds, 0.93% hits;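 also: 0% = DMSO and -100% = full killing by reference compound; nearly all actives have a fitted effect of over 55% in size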
#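 Cells: H1299 p53ts (A138V), 600/well, pre-incubated 16–30 h at 37C. Cpd up to 46 uM, 24 h, 32C. Readout: ATPlite luminescence, 20 min RT. Normalization: DMSO vs tamoxifen 100 uM. AC50 by Hill equation.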
# p53ts 39C kill = kills p53ts cells at the nonpermissive temperature. H1299-p53A138V viability at 39C, ATP luminescence, 24 h. Potency, µM (highest dose often 46.1 µM), for the others: top-dose activity change, negative = cell killing, actives largely listed as cytotoxic. 130,000 compounds, 1.5% hits; also: nearly all actives have a fitted effect of over 55% in size
# Peg3 imprint = genomic imprint erasure induction; Potency, µM (top dose mostly 60.7 µM), for inactives: at the highest dose activity change, positive = activation, usual class: activators; 110,000 compounds, 0.02% hits; mouse ES Peg3-LacZ reporter, beta-gal luminescence, 40 h;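 also: 0% = negative control wells on the plate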
#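 Readout: BetaGlo luminescence (5 min, room temp) for LacZ from the normally silent maternal Peg3 allele in female Peg3LacZ-Neo ES cells. Cells 300/well, 40 h, 37C, 5% CO2. Data normalized per plate to negative controls.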
# IkB sig inh = suppresses IkB signaling in ABC-DLBCL reporter cells. AID 445. ABC-DLBCL IkBa-CBG/CBR dual luciferase ratio, 4 h; response scale: scaled: untreated 0%, proteasome inhibitor 100%. 110,000 compounds, 0.04% hits. Potency, µM (series often up to 57.1 µM), for the others: at the highest dose IkBa stabilization activation; active = well fitted curve in the direction sought with a large enough effect in the signal ratio, not every such curve was filed as active; inconclusive = small, poorly fitted or top-dose-only effect, or a change in a side signal; the % refers to the signal ratio;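 also: the direction sought is a rising ratio; 0% = basal untreated cells and 100% = reference inhibitor full response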
#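 Curves were fitted separately to fusion (green), unfused (red) and ratio luminescence, then classed by r2, magnitude and activity. Cells: OCI-Ly3, 4 h compound plus doxycycline at 37C; 10 uM MG-132 defined full response.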
# The depositor's hits bear a star; ? = inconclusive; . = no result given; & = joins results of further samples; [ ] = dose if it differs, or a comment. Unless noted, calls follow the shape of the dose curve; as a rule, active = well fitted curve in the direction sought with a large enough effect; inconclusive = small, poorly fitted or top-dose-only effect, or another doubt; inactive = no such curve, though single readings can be large; an effect the other way counts as inactive or inconclusive. Unless noted, % is scaled to controls: 0 for no effect and ±100 for the full control effect; potency is read from the fitted curve at half-maximal effect.
mol	p53ts 39C kill	Peg3 imprint	IkB sig inh	p53ts 32C tox
COCCCn1c(SCC(=O)Nc2nnc(C)s2)nnc1-c1ccoc1C	-2%	-1%	-1.1%	4%
O=C(Nc1ccc2oc(-c3cc(Br)ccc3Cl)nc2c1)c1cc2ccccc2o1	5µM*	-2%[10.9 µM]	-0.9%	?
COc1cccc(OC)c1OCCCN1CCOCC1	-8%	.	.	-5%
Cc1nc(SCC(=O)N2CCOCC2)c2ccsc2n1	9%	4%	0.2%	2%
COc1cccc(C2=Nn3c(nnc3-c3ccccc3O)SC2)c1	-12%	-9%	-0.1%	-6%
CC(C)Cc1nn2c(=O)cc(COC(=O)c3cccc(NC(=O)CCc4ccccc4)c3)nc2s1	-5%	20%[10.9 µM]	?	-3%
c1ccc2cc(-c3cc(-c4cc(-c5ccc6ccccc6c5)on4)no3)ccc2c1	7%[9.22 µM]	19%[10.9 µM]	2.4%[11.4 µM]	-5%[9.22 µM]
Cc1oc(-c2cccc(Cl)c2)nc1CN1CCCC(C(=O)NCCc2ccc(Cl)cc2)C1 (stereo not drawn)	?	-12%[10.9 µM]	?	?
COc1ccc(CCNC(=O)CCCCn2c(=O)c3ccccc3n(Cc3ccc(Cl)cc3)c2=O)cc1OC	?	-5%[10.9 µM]	?	-9%
COc1ccc(S(=O)(=O)NCc2cccn2Cc2cc(C)ccc2C)cc1OC	-27%	8%[10.9 µM]	?	12%
CSCC[C@@H]1NC(=O)C/C=C\[C@@H](C)COC(=O)[C@@H](CCSC)NC(=O)C/C=C\[C@@H](C)COC1=O	9%[9.22 µM]	.	.	-1%[9.22 µM]
COc1ccc(CCNC(=O)CS(=O)Cc2nc(-c3ccccc3F)oc2C)cc1OC (stereo not drawn)	-1%	-13%[10.9 µM]	-0.7%	7%
CCCNC(=O)c1c(NC(=O)c2ccccc2F)sc2c1CCCCC2	9%	-7%[10.9 µM]	?	5%
C=CCn1c(=O)c2c(nc3n2CCN3c2cccc(Cl)c2C)n(C)c1=O	10%	?	-1.2%	7%
O=C(CSc1nnc2n(C3CCCC3)c(=O)c3ccccc3n12)N1CCCCCC1	0%	-19%	-0.3%	8%
Cc1ccc(-c2nnc(Nc3ccc(O)cc3)c3ccccc23)cc1S(=O)(=O)N1CCN(C)CC1	-4%	-14%[10.9 µM]	?	16%
CNS(=O)(=O)c1cn(CC(=O)N2CCN(c3ccccc3F)CC2)cc1S(=O)(=O)NC	-5%	4%[10.9 µM]	-0.7%	5%
O=C(CCn1nnc2ccccc2c1=O)NCC1CCC(C(=O)O)CC1 (stereo not drawn)	10%	-10%	1.4%	0%
COc1cc(OC)nc(NC(=O)CSc2nc3ccccc3o2)n1	9%	-6%	0.2%	10%
CSc1nc(NCc2ccco2)c2c3c(sc2n1)CN(C)CC3	20%	-21%	?	6%

mol	p53ts 39C kill	Peg3 imprint	IkB sig inh	p53ts 32C tox
COc1ccc2[nH]c3c(c2c1)CN(C)CC3	7%	-12%	?	12%
Cc1[nH]c(=O)[nH]c(=O)c1NS(=O)(=O)c1ccc2c(c1)CCCC2	4%	4%	-2.1%	-9%
CC(=O)Nc1ccc(S(=O)(=O)Nc2ncccn2)cc1	6%	1%	2.1%	-9%
CCOc1ccc(N(CC)C(=O)C2CCN(S(=O)(=O)c3cccc4nonc34)CC2)cc1	30%	-2%[10.9 µM]	?	-2%
Cc1nc(N2CCCC2)ncc1C(=O)Nc1ccc(F)cc1F	12%	-6%[10.9 µM]	-0.3%	-1%
CCN(CC)C(=O)C1CCCN(C/C=C/c2ccccc2)C1 (stereo not drawn)	-9%	-15%	-1.4%	9%
COCCN1CC(O)=C(c2nc3ccccc3c(=O)[nH]2)C1=N	-1%	-16%	-5.5%	1%
CCNC(=O)COC(=O)COc1ccc(Cl)cc1C	-2%	-8%	0.2%	1%
CCCNC(=O)Nc1cc(C(=O)NCc2cccc(OCC)c2)ccc1N1CCCC1	-17%	-11%[10.9 µM]	?	-3%
Cc1nc(N2CCOCC2)c2c(C(=O)N3CCN(c4cccc(C(F)(F)F)c4)CC3)c(C)oc2n1	13%	14%[10.9 µM]	?	3%
CCOC(=O)c1c(C)oc2ccc(OCC(N)=O)cc12	-4%	-10%	-1.6%	-2%
Cc1ccccc1C(=O)N1CCC(c2nc(-c3ccc(S(=O)(=O)N4CCCC4)cc3)no2)CC1	-18%	2%[10.9 µM]	1.0%	-6%
O=[N+]([O-])c1cccc2cn[nH]c12	24%	14%&-3%&3%	0.6%&-4.6%	15%
Cn1c(SCc2ccc(C(F)(F)F)cc2)nc2c([nH]c3ccccc32)c1=O	-20%	3%[10.9 µM]	3.8%	7%
COc1ccc(-c2cn3c(n2)sc2cc(C(=O)Nc4cc(OC)cc(OC)c4)ccc23)cc1	-21%	-6%[10.9 µM]	-2.4%	-4%
CC(C)CNC(=O)C1=CC(c2ccc3c(c2)OCO3)=NS(=O)(=O)N1C	-7%	-10%[10.9 µM]	-0.5%	12%
CC(C)c1nnc(SCC(=O)NCc2ccc3c(c2)OCO3)n1C	16%	.	.	-4%
O=C(CSc1nc2nccnc2c(=O)n1CCc1c[nH]c2ccccc12)Nc1ccccc1F	-11%	-6%[10.9 µM]	6.9%	13%
Cc1ccc(C(=O)CSc2nnc(-c3ccccc3)o2)cc1	9%	.	.	5%
CN1CCc2c(sc3c2c(=O)n(-c2ccccc2)c2nnc(SCc4ccc(Cl)cc4)n32)C1	21%	-1%	-0.5%	15%

mol	p53ts 39C kill	Peg3 imprint	IkB sig inh	p53ts 32C tox
COCCNC(=O)CCCn1c(SCC(=O)Nc2ccc(F)cc2)nc2c(sc3ccccc32)c1=O	-2%	-9%[10.9 µM]	0.1%	17%
COc1ccccc1NC(=O)CSc1nnc(CNC(=O)COc2ccc(Cl)cc2)o1	2%	-8%	2.5%	-4%
Cc1cccc(C)c1OCc1nnc(SCC(=O)NCCc2ccccc2)o1	-1%	12%	1.4%	5%
Cc1noc(C)c1S(=O)(=O)N1CCCC(C(=O)NCCc2ccc(Cl)cc2)C1 (stereo not drawn)	3%	-12%	1.0%	5%
O=C(Cn1c(=O)ccc2cc(S(=O)(=O)N3CCCC3)ccc21)Nc1ccccc1	-22%	17%[10.9 µM]	1.7%	-2%
COc1cc(/C=C/c2nc(C#N)c(N3CCN(C)CC3)o2)cc(OC)c1OC	-19%	-16%[10.9 µM]	?	6%
Cc1cccc(C(C)C)c1NC(=O)c1cccnc1	-1%	-5%	0.4%	2%
O=C(NCc1nc(-c2ccccc2)no1)c1cccs1	9%	-11%	0.5%	10%
Cc1oc2ncnc(N3CCCCC3)c2c1C(=O)N1CCN(c2cccc(Cl)c2)CC1	-5%	-3%[10.9 µM]	?	-2%
COc1cc(OC)c(C2N(c3ccccn3)C(=O)C3CCCN32)cc1OC (stereo not drawn)	-4%	-12%	-0.1%	1%
CCOc1ccc(NC(=O)CCS(=O)(=O)c2ccc(Br)s2)cc1	-16%	-10%[10.9 µM]	1.7%	1%
O=C(NCc1nc(-c2ccccc2)no1)c1ccc2c(c1)OCO2	-2%	12%	1.0%	-4%
COC(=O)c1ccccc1NC(=O)COC(=O)CSCC(=O)N1CCOCC1	-1%	-7%	-0.5%	12%
O=C1NCCCc2c1oc1cc(Br)c(O)c(Br)c21	-23%	-9%	?	-19%
O=C(CSc1nnc(-c2cccs2)o1)N1CCOCC1	8%	-7%	-0.1%	2%
COc1cc(Cl)c(S(=O)(=O)n2cnc(C)c2)cc1Cl	12%	2%	1.3%	3%
COCc1[nH]nc2c1C(C1C=CCCC1)C(C#N)=C(N)O2 (stereo not drawn)	-4%	-14%	?	22%
COC(=O)c1ccc(C(NC(=O)OCc2ccccc2)/C(=C/[C@@H](C)C(=O)NCc2ccncc2)c2cccnc2)cc1 (stereo partly drawn)	10%	-10%	.	6%
COc1ccc(Nc2oc(-c3ccc(COc4cccc(C)c4)o3)nc2C#N)cc1	3%	-15%[10.9 µM]	-1.2%	?
CCCC(=O)N1CCN(S(=O)(=O)c2cc(Cl)ccc2OC)CC1	2%	-9%	-1.3%	18%

mol	p53ts 39C kill	Peg3 imprint	IkB sig inh	p53ts 32C tox
Cc1ccc(OCC(=O)N2CCN(C(=O)c3cccs3)CC2)cc1	3%	-16%	-2.9%	0%
Cc1ccc(NC(=O)c2c(C)oc3ccc(O)c(CN4CCOCC4)c23)c(C)c1	15%	1%[10.9 µM]	?	0%
CCc1ccccc1NC(=O)c1nnn(-c2ccc(F)cc2)c1C	-20%	-7%[10.9 µM]	?	?
Cc1cccc(NC(=O)CSc2nc(C)c(Cc3ccccc3)c(=O)[nH]2)c1	0%	-11%[10.9 µM]	?	-2%
CCOC(=O)c1oc2ccc(Br)cc2c1CSc1nnc(C)s1	-14%	-10%	0.9%	16%
Cn1c(SCC(=O)Nc2ccc3c(c2)OCCO3)nnc1-c1ccco1	-7%	-5%	-3.7%	0%
CC1CCCCC1NC(=O)CSc1nncs1 (stereo not drawn)	6%	-14%	0.8%	-4%
CC(C)Cn1cc(C(=O)N2CCOCC2)c2c3ccccc3n(C)c2c1=O	-11%	-7%	-0.9%	-12%
COc1ccc(Cc2nnc(SCC(=O)NCc3ccco3)o2)cc1	3%	-2%	3.5%	0%
CCc1ccc(S(=O)(=O)c2cn(CC(=O)Nc3cccc(C)c3)c3ccc(Cl)cc3c2=O)cc1	-11%	-13%[10.9 µM]	1.4%	-4%
O=C(CSc1ncnc2c1nnn2Cc1ccccc1F)N1CCN(c2ccccc2)CC1	111%[activator]	.	.	6%
CC(=O)c1ccc(-n2nnnc2SCC(=O)N2CCN(C(=O)c3ccco3)CC2)cc1	-4%	-8%	1.4%	-3%
CC1=C(c2ccc(F)cc2)S(=O)(=O)N=C1N1CCC(C(=O)NCCc2ccccc2C)CC1	-16%	-12%[10.9 µM]	?	12%
CCOC(=O)N1CCC(NC(=O)c2ccc3nc(N4CCOCC4)sc3c2)CC1	-6%	-9%	-0.8%	3%
COCCNc1cc(-c2ccccc2C)ncn1	-5%	16%	-3.2%[11.4 µM]	4%
CCOc1cc(C2c3c(oc4ccccc4c3=O)C(=O)N2Cc2ccc(OC)cc2)ccc1O (stereo not drawn)	10%	?	19%	7%
O=Cc1ccccc1OCCOc1ccccc1C=O	-26%	.	.	-4%
O=C(c1cc2cc(Br)ccc2oc1=O)N1CCN(c2ccccn2)CC1	8%	21%	1.4%	-14%
COC(=O)[C@@H]1C[C@@]2(O)[C@@H](O)[C@@H](O)[C@@H](O)C[C@H]2N1Cc1ccc(-c2ccccc2)cc1	-7%	18%	.	2%
NS(=O)(=O)c1ccc(N=Nc2c(O)c(C(=O)O)cc3ccccc23)cc1	8%[9.22 µM]	-5%[10.9 µM]	-2.0%[11.4 µM]	5%[9.22 µM]

mol	p53ts 39C kill	Peg3 imprint	IkB sig inh	p53ts 32C tox
CN1c2cc(Cl)ccc2-c2nc(SCC(=O)Nc3ccc(F)cc3F)ncc2S1(=O)=O	10µM*	-8%[10.9 µM]	4.4%	-12%
Nc1nnc(CCc2ccccc2)s1	4%	-14%	-2.6%	-8%
O=C(O)c1ccccc1-c1ccccc1C(=O)c1ccccc1	9%[9.22 µM]	-6%[10.9 µM]	2.8%[11.4 µM]	6%[9.22 µM]
COc1cc(NC(=O)Nc2c[nH]c(=O)[nH]c2=O)cc(OC)c1OC	3%	-8%[10.9 µM]	-0.7%	-2%
CC(=NCCc1ccccc1)C1=C(O)CSC1=O	-1%	-32%[inhibitor]	-1.6%	7%
Cc1cnc(C(=O)OCC(=O)N2c3ccccc3NC(=O)C2(C)C)cn1	-2%	-8%	0.9%	-6%
COc1cccc(OC)c1C(=O)N1CCN(c2c(Cc3ccccc3)c(C)nc3ncnn23)CC1	0%	-9%	-0.4%	0%

# Some of the entries so far, with two lines to a compound.
# The line under a structure holds: p53ts 39C kill	Peg3 imprint	IkB sig inh	p53ts 32C tox
- COCCNc1cc(-c2ccccc2C)ncn1
  -5%	16%	-3.2%[11.4 µM]	4%
- CCOc1cc(C2c3c(oc4ccccc4c3=O)C(=O)N2Cc2ccc(OC)cc2)ccc1O (stereo not drawn)
  10%	?	19%	7%

# Assay outcomes as filed in PubChem.
